Assay outcomes deposited in PubChem BioAssay by several laboratories.
PfHsp40 yeast – compounds rescuing yeast from Plasmodium falciparum HSP40 toxicity; growth rescue, % at 12.5 µM; S. cerevisiae expressing PfHsp40, growth rescue, ATP luminescence; actives 0.68% (n = 340,000); in the data active = growth rescue above about 28%, passing the limit was not always enough; inconclusive = no clear call, values can overlap the other calls;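 also: yeast W303a lacking pdr1 and pdr3 grown in galactose medium; growth measured after three days at 30 °C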
Rv3671c protease – Rv3671c (M. tuberculosis) protease inhibition. actives 0.048% (n = 320,000). inhibition, % at 5.96 µM. P9WHR9. AID 2606; in the data active = inhibition above about 38%;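 also: extracellular domain of Rv3671c used as enzyme; 0% = enzyme with DMSO and 100% = no enzyme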
3CLpro inhibitor – SARS-CoV 3CLpro protease inhibition. recombinant SARS-CoV 3CLpro, quenched FRET peptide cleavage. inhibition, % at 6 µM. actives 0.14% (n = 290,000); in the data active = inhibition above about 12%
Y pestis TopoI – Y. pestis Topo-I inhibition via cleavage products; activity, % at 10 µM; Y. pestis Topo-I cleavage product accumulation, plate reader; actives 0.064% (n = 360,000); in the data active = activity above about 50%, passing the limit was not always enough; inconclusive = no clear call, values can overlap the other calls; also: inactives centre near 2
Anthrax LF prot – blocks Bacillus anthracis lethal factor protease | P15917 | multiplex microsphere protease cleavage assay, LF | inhibition, % at 10 µM | actives 0.12% (n = 360,000) | AID 588501; in the data active = inhibition above about 30%; inconclusive = no clear call, values can overlap the other calls; also: plate controls were buffer without enzyme for full effect and enzyme alone for no effect
VHR inh abs – inhibitors of human VHR1 phosphatase (DUSP3); AID 1654; actives 0.52% (n = 290,000); P51452; recombinant VHR phosphatase, pNPP absorbance; inhibition, % at 13.3 µM; in the data active = inhibition above about 50%; also: some compounds called inactive have numbers as strong as hits
TcdB inh – inhibitors of Clostridioides difficile toxin B glycohydrolase; P18177; TcdB glycohydrolase enzymatic assay, plate reader; inhibition, % at 9.99 µM; actives 0.24% (n = 350,000); AID 652162; in the data active = inhibition above about 10%
SSB-PriA inh – blocks PriA binding to SSB C-terminal tail. AlphaScreen SSBct-PriA binding, biotinylated peptide. inhibition, % at 33 µM. actives 0.6% (n = 430,000). AID 1272365; in the data active = inhibition mostly above about 37%, no sharp cut-off; inactive = mostly below about 20%;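 also: plate controls were negative control peptide for no effect and reference peptide for full effect; strong numbers were not always called active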
BH1578 lux ind – quorum light induction in luxS cqsA deficient V. cholerae | V. cholerae BH1578 lux reporter, luminescence, 6 h | activation, % at 18.7 µM | actives 0.16% (n = 350,000); in the data active = activation mostly above about 9.7%, no sharp cut-off; inconclusive = no clear call, values can overlap the other calls; inactive = mostly below about 3.7%; also: not every result past the cut was called active; inactives centre near 0; reference of the scale not given here
MazEF act – increases E. coli MazEF RNase cleavage of RNA. FAM/BHQ RNA-DNA oligo cleavage fluorescence, 5 h. actives 0.32% (n = 350,000). P0AE70. activation, % at 20 µM; in the data active = activation above about 50%
* marks the source's active call; other numbers are inactive results; i = inactive; u = inconclusive; x = not tested or not shown; & = joins results of further samples. These rows are one share of the data (hit frequency here may not be typical).

SMILES	PfHsp40 yeast	Rv3671c protease	3CLpro inhibitor	Y pestis TopoI	Anthrax LF prot	VHR inh abs	TcdB inh	SSB-PriA inh	BH1578 lux ind	MazEF act
CN(C)S(=O)(=O)c1ccc(C(=O)Nc2ccc3c(c2)CCC3)cc1	0.7	-1	0	14	-6	-2	-0.2	-7	1.2	-1
FC(F)(F)c1nnc2c(Sc3ccccn3)nc3ccccc3n12	1.1	-5	2	-9	1	21	x	-11	i	5
CCN(CCNC(=O)C1CCCN(S(=O)(=O)c2cnc[nH]2)C1)c1ccccc1 (stereo unspecified)	-0.3	2	-3	-1	0	21	0.6	3	0.0	2
CCc1ccccc1Nc1nc2ccccc2[nH]1	x	-4	x	0	-3	x	1.5	-2	i	8
Oc1ccccc1/C=N/Nc1ccnc(SCc2ccccc2)n1	-1.2	4	-2	-4	2	-5	-1.5	x	-0.2	-6
S=C(NCCCN1CCOCC1)NC1CCCC1	0.0	6	-4	0	1	34	0.5	3	i	1
OC(COc1ccc(Cl)cc1)CN1CCC(Cc2ccccc2)CC1 (stereo unspecified)	9.1	-1	1	11	-1	1	7.2	1	i	-4
O=C(O)c1c2c(nc3ccc(S(=O)(=O)N4CCC(C(=O)NC5CCCC5)CC4)cc13)CCCCC2	0.3	-7	3	4	-3	-32	0.4	-3	x	7
Cc1ccc(-n2cc(CNCCc3ncc(C)[nH]3)c(-c3ccc(F)cc3)n2)cc1	1.6	6	5	-4	-4	-22	2.5	24	-0.5	0
COc1ccccc1OC(C)C(=O)Nc1ccccc1C(=O)NCC1CCCO1 (stereo unspecified)	-0.4	-5	1	-8	-2	2	0.9	-6	-0.1	-20
CCn1c(SCC(=O)N2CCCC(C)C2)nc2c1c(=O)n(C)c(=O)n2C (stereo unspecified)	-0.3	6	6	2	-10	7	-0.4	-2	-5.6	12
C(/CCc1ccccc1)=N\n1cnnc1	1.2	-9	8	0	0	31	x	x	-1.5	2
Fc1ccc(Nc2nc(N3CCOCC3)nc(N3CCOCC3)n2)cc1Cl	-0.7	2	6	3	-4	-16	-0.5	-1	-0.4	12
Cc1nn(-c2ccccc2)c(C)c1/C=N/NC(=O)c1cc(-c2ccc(Br)s2)[nH]n1	-2.2	5	-3	-8	-1	-8	x	x	-2.0	-8
COc1ccc(S(=O)(=O)N2CCN(c3ccccc3OC)CC2)cc1	-0.2	-1	3	9	-4	1	2.4	-12	i	-6
O=C(C[n+]1ccccc1)N/N=C/c1cc(Br)cc(Br)c1O	20	19	7	-10	-2	6	x	x	i	19
CCOC(=O)Oc1ccc2oc(=O)cc(C)c2c1	-0.9	0	-3	0	11	15	x	-6	0.3	4
O=C(CN(Cc1ccccc1)C(=O)c1cccc([N+](=O)[O-])c1)Nc1c(Cl)cc(Cl)cc1Cl	1.3	-6	-1	-3	1	-13	2.3	-2	-0.2	-4
O=S(=O)(c1ccc(Cl)cc1)N1CCC2(CC1)CO2	-0.4	1	4	-2	3	14	0.6	-13	-0.3	0
COc1ccc(CCN2CC3=C(C2=O)C(c2ccccc2)NC(=O)N3C)cc1OC (stereo unspecified)	0.7	6	0	5	-3	7	x	-1	i	5
Cc1ccc(CN2CCN(C)CC2)c(C)c1	-0.8	4	-1	-10	-4	-2	x	-18	x	6
Cc1cc(C)nc(-n2nc(C)c3c(C(F)(F)F)cc(=O)[nH]c32)n1	-1.9	-1	3	6	-1	12	1.0	-39	0.4	5
O=C(O)c1ccccc1P(=O)(c1ccccc1)c1ccccc1	-0.7	6	0	2	2	28	0.6	-6	-0.2	6
CC1CCCN(C(=O)c2cc(F)c(F)cc2Cl)C1 (stereo unspecified)	-0.8	-11	2	2	-4	-5	1.4	-9	2.0	9
NC(=O)c1ccc(NCc2ccco2)c([N+](=O)[O-])c1	-0.8	1	3	-1	1	10	x	-8	-1.1	0
CC(C)(C)NC(=O)c1cccc(NC(=O)CSc2ccc(Cl)cc2)c1	3.1	1	-1	12	-2	-5	x	-18	-0.4	2
Cn1c(SCCS(=O)(=O)c2ccc(Cl)cc2)nnc1-c1ccccc1	-0.7	-7	2	10	0	19	x	-8	-0.7	-2
CC1(C(=O)NS(=O)(=O)c2ccccc2C(F)(F)F)CCN1C(=O)CCC1CCCC1 (stereo unspecified)	x	x	x	0	-3	x	-0.4	x	0.3	x
CC(CCc1ccc(O)cc1)NCCC(c1ccccc1)c1ccccc1 (stereo unspecified)	0.6	3	2	7	x	35	0.6	2	-0.4	24
CCOC(=O)c1ccc(NC(=O)CC2S/C(=N/N=C/c3c[nH]c4ccccc34)NC2=O)cc1 (stereo unspecified)	-0.3	-18	5	-11	-2	0	x	x	-0.3	0
COc1ccc(Oc2nccc(OC)c2C#N)cc1	-1.2	-2	0	-6	1	0	2.1	-12	i	6
CCOc1cc(/C=C2\SC(=Nc3ccccc3)N(c3ccccc3)C2=O)ccc1OCC(=O)O	0.7	-2	-1	15	0	-20	-0.7	4	0.0	3
CC1=C(C(=O)Nc2ccccc2)C(c2ccncc2)n2nnnc2N1 (stereo unspecified)	0.2	2	3	9	u	x	x	-9&-12	-0.4	2
C#CCOCCOCCOCCNc1nc(N2CCN(C(=O)C([C@@H](C)O)n3cc([C@@H](N)CCCCN)nn3)CC2)nc(N2CCN(C(=O)[C@H](CO)n3cc([C@@H](N)C(C)C)nn3)CC2)n1 (stereo partly specified)	-1.2	5	x	-7	-7	x	0.5	6	i	16
COc1ccc(S(=O)(=O)n2nc(-n3c(C)ccc3C)c3c(F)cccc32)cc1OC	6.4	8	6	7	6	-4	0.1	-14	1.6	-14
Cc1ccc2c(C(=O)N3CCN(c4ccccc4)CC3)cc(-c3cccnc3)nc2c1C	-0.2	-4	-5	25	-4	44	1.3	-1	-0.3	-3
COc1ccc(/C=C/c2c(-c3ccc(OC)cc3)sc3ccc(N4CCOCC4)cc23)cc1	0.8	0	3	-3	-5	25	x	12	-0.3	-3
Cc1cc(C)n2cc(CSc3ncn[nH]3)nc2n1	0.9	1	-2	7	-4	17	-0.8	-33	-0.5	-7
COC(=O)/C(=N/Nc1ccccc1OC)N1CCCc2ccccc21	1.4	0	3	18	0	-3	-16	x	-0.6	2
NC(=O)COc1ccc2oc(-c3ccccc3)cc(=O)c2c1	-0.1	x	0	4	3	2	0.7	3	-0.4	32
Oc1ccccc1-c1nc(NCCN2CCOCC2)c2ccccc2n1	-0.9	5	0	3	-7	36	x	-8	3.2	2
O=CNCCc1nc2ccccc2n1CCc1ccccc1	12	1	-4	0	9	1	0.8	-4	-0.6	9
CCCCOc1ccc(-c2nnn(CC(=O)Nc3ncc(CC(=O)OCC)s3)n2)cc1	0.0	-24	-3	16	-2	13	x	-2	-0.3	-2
CC[C@]12c3[nH]c4ccccc4c3CCN1C(=O)C(CC(=O)NCc1cccc(C(F)(F)F)c1)C[C@@H]2C(=O)N1CCN(C(=O)c2ccco2)CC1 (stereo partly specified)	-0.1	2	x	8	-2	x	-1.8	-5	-1.5	-1
Cc1ccc(CN2C(=O)C(CC(C)C)Nc3ncnc(N4CCN(c5ccccc5)CC4)c32)cc1 (stereo unspecified)	-0.6	-5	x	6	-8&-3	x	-0.5&0.6	17	i	-12
CCCCNC(=O)COC(=O)c1cc(S(=O)(=O)N2CCCCCC2)ccc1OC	-0.1	2	3	11	0	13	x	-17	-0.3	5
Cc1cc(C(=O)NNC(=O)c2cccc(Cl)c2)no1	x	-2	1	-4	2	12	-2.3	0	0.8	10
Cc1nc(N)[nH]c(=O)c1CCCNc1ccc(CCC2(CCl)OCCO2)cc1	-1.6	x	x	-9	-4	x	-14	11	i	-1
CC1(c2ccc3c(c2)OCCO3)NC(=O)N(CC(=O)Nc2ccccc2SCC#N)C1=O (stereo unspecified)	-0.1	-6	x	-8	-2	x	-0.6	2	i	-25
Cc1ccc(S(=O)(=O)c2c(N)n(NC(=O)c3ccccc3C)c3nc4ccccc4nc23)cc1	0.5	-102	3	-1	0	12	x	-4	i	-2
COc1ccc(NC(=O)CS(=O)c2ccc(Br)cc2)cc1 (stereo unspecified)	-0.2	7	-1	2	-2	0	-1.0	-15	0.6	4
COc1ccc(CN(CC2CCCO2)C(=O)c2cc3ccccc3oc2=O)cc1 (stereo unspecified)	-0.6	1	-1	3	0	33	0.7	-1	2.0	-5
CCN1CCN(c2cc3nc(C)n(Cc4ccccc4)c(=O)c3cc2NC(=O)c2ccccc2F)CC1	-0.6	-4	-5	23	-2	27	1.0	-14	-0.3	-1
CS(=O)(=O)N(CC(=O)Nc1ccccc1C(=O)N1CCOCC1)c1ccc(Cl)cc1	0.8	-4	7	-6	-2	13	-0.5	-3	-0.7	11
Cc1cc(NC(=O)c2cc(C(C)C)on2)no1	-0.6	-4	0	15	-2	19	x	-10	-0.3	11
Cc1ccccc1-c1nn[nH]n1	0.7	7	-5	6	0	-4	x	-6	i	-2
Cc1cc(=O)oc2cc(NC(=O)c3cc(F)ccc3F)ccc12	-0.1	1	x	7	2	x	1.4	-6	i	10
COc1ccc(-c2ccccc2NC(=O)C2CCCN(Cc3ccco3)C2)cc1 (stereo unspecified)	2.6	1	5	14	0	10	-0.1	1	x	-2
Cc1[nH]c2ccccc2c1CN1CCC(CO)(Cc2ccccc2)CC1	-0.9	9	4	-13	-2	30	x	4	i	-11
COc1ccc(CCNC2CC(=O)N(C3CCCCC3)C2=O)cc1OC (stereo unspecified)	0.9	-10	-2	-5	-2	19	0.6	-13	-2.7	0
Continued.
SMILES	PfHsp40 yeast	Rv3671c protease	3CLpro inhibitor	Y pestis TopoI	Anthrax LF prot	VHR inh abs	TcdB inh	SSB-PriA inh	BH1578 lux ind	MazEF act
CCN1CCN(C(=O)c2cc(COc3c(C)cccc3C)on2)CC1	-1.1	-6	0	4	4	13	0.3	-8	-0.4	0
C=CCn1c(Cc2cccc3ccccc23)n[nH]c1=S	-0.5	-1	-2	-4	-2	1	x	-3	i	-4
O=C1C(=O)N(Cc2ccncc2)C(c2cccc(O)c2)/C1=C(\O)c1ccc2c(c1)OCCO2 (stereo unspecified)	0.2	-18	-10	3	-3	-22	-0.5	x	2.4	2
CC(C(=O)OCC(=O)c1cccc([N+](=O)[O-])c1)N1C(=O)C2C3C=CC(C3)C2C1=O (stereo unspecified)	-0.1	0	-2	4	13	-17	0.1	-1	i	4
CN(C(=O)CSc1nnc(-c2c[nH]c3ccccc23)n1C1CC1)C1CCS(=O)(=O)C1 (stereo unspecified)	-1.6	-1	x	-10	1	x	0.1	-22	1.9	8
Cc1cc(C)nc(N2CCC(C(=O)NCc3ccco3)CC2)n1	-0.6	-1	-7	1	2	10	x	-13	-0.3	-7

Reformatted as labelled records: 3 of the compounds above.
C=CCn1c(Cc2cccc3ccccc23)n[nH]c1=S
  PfHsp40 yeast = -0.5 | Rv3671c protease = -1 | 3CLpro inhibitor = -2 | Y pestis TopoI = -4 | Anthrax LF prot = -2 | VHR inh abs = 1 | TcdB inh = x | SSB-PriA inh = -3 | BH1578 lux ind = i | MazEF act = -4
O=C1C(=O)N(Cc2ccncc2)C(c2cccc(O)c2)/C1=C(\O)c1ccc2c(c1)OCCO2 (stereo unspecified)
  PfHsp40 yeast = 0.2 | Rv3671c protease = -18 | 3CLpro inhibitor = -10 | Y pestis TopoI = 3 | Anthrax LF prot = -3 | VHR inh abs = -22 | TcdB inh = -0.5 | SSB-PriA inh = x | BH1578 lux ind = 2.4 | MazEF act = 2
CC(C(=O)OCC(=O)c1cccc([N+](=O)[O-])c1)N1C(=O)C2C3C=CC(C3)C2C1=O (stereo unspecified)
  PfHsp40 yeast = -0.1 | Rv3671c protease = 0 | 3CLpro inhibitor = -2 | Y pestis TopoI = 4 | Anthrax LF prot = 13 | VHR inh abs = -17 | TcdB inh = 0.1 | SSB-PriA inh = -1 | BH1578 lux ind = i | MazEF act = 4
